Screens (PubChem BioAssay)
GSTO1 inh – counter-screen for RBBP9 inhibitors: inhibitors of human GSTO1; recombinant GSTO1, activity-based probe fluorescence polarization; inhibition, % at 5.96 µM; 1.1% of 300,000 active; AID 1974;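 active = inhibition above the campaign mean inhibition plus 3 SD, cut at about 35% in these data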;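 note: 0% = GSTO1-1 with DMSO and 100% = wells lacking GSTO1-1 enzyme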
PME-1 inh – blocks human protein phosphatase methylesterase 1; Q9Y570; recombinant PME-1, FP-Rh probe fluorescence polarization; inhibition, % at 5.9 µM; 0.53% of 320,000 active;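 active = inhibition above the campaign mean of all compounds plus 3 SD, cut at about 26% in these data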;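 note: competitive labeling of PME-1 active site by serine hydrolase directed probe; 0% = PME-1 with DMSO and 100% = wells lacking PME-1 enzyme; inhibitors block probe labeling so polarization falls and inhibition rises; many of its hits are not listed in these tables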
pPAFAH inh – pPAFAH (human) enzyme inhibition. 1.5% of 330,000 active. inhibition, % at 3.39 µM. AID 463082. recombinant pPAFAH, FP-rhodamine probe fluorescence polarization. Q13093;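 active = inhibition above the mean inhibition across the screen plus 3 SD, cut at about 25% in these data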;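 note: inhibitors block binding of the rhodamine activity-based probe so polarization drops; 0% = enzyme with DMSO and 100% = wells lacking pPAFAH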
PAFAH1B3 inh – blocks human PAF acetylhydrolase 1B catalytic subunit 3 | 0.28% of 340,000 active | Q15102 | recombinant PAFAH1B3, FP-rhodamine probe, fluorescence polarization | inhibition, % at 3.39 µM;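 active = inhibition above the screen-wide average of all tested compounds plus 3 SD, cut at about 25% in these data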;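 note: 0% = enzyme with DMSO only and 100% = wells lacking PAFAH1B3 protein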
PAD4 inh – inhibitors of human PAD4. recombinant PAD4, RCA probe fluorescence polarization. 0.41% of 330,000 active. AID 485272. inhibition, % at 6.36 µM. Q9UM07;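 active = percent inhibition above a cutoff equal to the mean of all tested compounds plus 3 SD, cut at about 15% in these data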;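 note: 0% = PAD4 with RCA probe and DMSO and 100% = probe without PAD4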
PAFAH1B2 FP inh – PAFAH1B2 (human) inhibition. 1.2% of 340,000 active. inhibition, % at 3.39 µM. recombinant PAFAH1B2, FP-rhodamine activity probe, fluorescence polarization;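 active = inhibition above the mean of all tested compounds plus 3 SD, cut at about 24% in these data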;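 note: 0% = enzyme with DMSO and 100% = wells lacking PAFAH1B2; many of its hits are not listed in these tables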
LYPLA2 counter – LYPLA2 (human) inhibition in PME1 counter-screen. recombinant LYPLA2, FP-Rh probe fluorescence polarization. inhibition, % at 5.9 µM. 0.38% of 320,000 active. AID 2177;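 active = inhibition above the screen-wide mean plus 3 SD, limit set per campaign, cut at about 26% in these data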;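 note: 0% = LYPLA2 with DMSO and 100% = wells lacking LYPLA2 enzyme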
Target sequence (O95372 whole entry, looked up): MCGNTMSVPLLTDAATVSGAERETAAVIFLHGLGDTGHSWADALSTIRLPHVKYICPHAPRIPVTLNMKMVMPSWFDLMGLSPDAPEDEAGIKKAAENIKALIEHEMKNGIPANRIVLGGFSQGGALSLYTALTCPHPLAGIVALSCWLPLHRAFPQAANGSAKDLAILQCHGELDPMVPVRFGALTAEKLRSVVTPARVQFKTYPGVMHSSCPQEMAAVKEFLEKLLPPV
PAFAH2 FP inh – PAFAH2 (human) inhibition | Q99487 | recombinant PAFAH2, FP-rhodamine activity probe, fluorescence polarization | inhibition, % at 3.39 µM | 0.99% of 340,000 active | AID 492956;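 active = inhibition above the mean over all tested compounds plus 3 SD, cut at about 30% in these data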;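 note: inhibitors block probe labeling of enzyme so polarization drops; 0% = enzyme with DMSO and 100% = wells lacking PAFAH2 protein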
LYPLA1 inh – blocks human lysophospholipase 1, a PME1 counter-screen; recombinant LYPLA1, FP-Rh probe fluorescence polarization; inhibition, % at 5.9 µM; 0.16% of 320,000 active;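 active = inhibition above the mean of all tested compounds plus 3 SD, set per campaign, cut at about 14% in these data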;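 note: inhibitors block serine hydrolase probe labeling of LYPLA1 so polarization falls; 0% = enzyme with DMSO and 100% = wells lacking LYPLA1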
Target sequence (O75608 whole entry, looked up): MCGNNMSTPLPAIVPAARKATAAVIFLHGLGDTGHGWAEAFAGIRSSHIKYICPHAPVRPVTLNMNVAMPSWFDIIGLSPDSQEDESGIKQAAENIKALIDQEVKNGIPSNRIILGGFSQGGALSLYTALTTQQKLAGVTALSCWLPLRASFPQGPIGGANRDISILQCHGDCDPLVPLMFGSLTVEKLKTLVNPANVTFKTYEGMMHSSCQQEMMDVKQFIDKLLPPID
An asterisk follows results filed as active; nt = not tested or not shown. A portion of the library; the hit share may differ from the screen's.

1: CC(=O)Nc1ccc(NC(=O)c2cccc(Oc3ccccc3)c2)cc1
2: CC1(C)C(=O)NCCN1C(=O)CC1C(=O)NCCN1Cc1cccc(C(F)(F)F)c1 (stereo not given)
3: Cc1ccc2sc(NC(=O)c3cccc(N4C(=O)CCC4=O)c3)nc2c1C
4: CN(CC(=O)Nc1ccc(F)cc1)CC(=O)NC1CCCCC1
5: Clc1ccc(C(c2ccccc2)N2CCN(c3ccccn3)CC2)cc1 (stereo not given)
6: O=C(c1ccc(C(=O)N2CCCc3ccccc32)nc1)N1CCCc2ccccc21
7: CC1=CCC2C(=O)N(c3ccc4ccccc4n3)C(=O)C2C1 (stereo not given)
8: Nn1c(SCC(=O)NC2CCCCC2)nnc1-c1ccco1
9: COC(=O)CCN(C(=O)C12CC3CC(CC(C3)C1)C2)c1ccccn1
10: CCn1c(=N)n(CCOc2ccc(OC)cc2)c2ccccc21

Compound | 1 | 2 | 3 | 4 | 5 | 6 | 7 | 8 | 9 | 10
GSTO1 inh | -1 | 5 | -1 | nt | -1 | 8 | 3 | nt | -1 | -1
PME-1 inh | 0 | -5 | -11 | -2 | -2 | 1 | 6 | 3 | -5 | 3
pPAFAH inh | 2 | 3 | 1 | -2 | 5 | 5 | 2 | 2 | -9 | -4
PAFAH1B3 inh | 7 | 2 | 2 | 3 | 9 | 0 | -1 | -1 | 1 | 3
PAD4 inh | 4 | 0 | 1 | 0 | -5 | -1 | 1 | 2 | -2 | 1
PAFAH1B2 FP inh | 4 | 1 | -3 | -3 | 1 | -2 | 2 | 2 | 5 | 1
LYPLA2 counter | -4 | 7 | 1 | 0 | 3 | 9 | 14 | 7 | -9 | 0
PAFAH2 FP inh | 0 | -4 | -3 | -18 | 0 | 3 | -6 | -2 | 7 | 3
LYPLA1 inh | 4 | 0 | -1 | 2 | 3 | 4 | 3 | 4 | -3 | 0

11: Cc1ccc(-c2nn(-c3ccccc3)cc2/C=N/O)cc1
12: CCn1c2ccccc2c2cc(NC(=O)c3coc(=O)c(Br)c3)ccc21
13: COc1ccc(C2(O)CCN(C(=O)c3ccc4c(c3)OCO4)CC2)cc1
14: COc1ccc(S(=O)(=O)Nc2ccc(-n3cccc3)cc2)cc1
15: CC1(c2nnc(-c3cccc(Cl)c3)o2)CC(c2ccc(Br)cc2)=NO1 (stereo not given)
16: O=C(O)c1[nH]c2ccc(Cl)cc2c1CC(=O)N1CCN(c2ccccc2)CC1
17: O=C(CSc1nc(O)c(Cc2ccccc2)c(=O)[nH]1)N1CCOCC1
18: O=C(NC1(C(F)(F)F)NC(=O)N(C2CCCCC2)C1=O)C1CC1 (stereo not given)
19: Cc1ccccc1CNC(=O)CCn1nc(C)c2c(C)n(-c3ccccc3)nc2c1=O
20: COc1ccccc1C(=O)NNC(=O)c1ccccc1[N+](=O)[O-]

Compound | 11 | 12 | 13 | 14 | 15 | 16 | 17 | 18 | 19 | 20
GSTO1 inh | 3 | 6 | 14 | 6 | 6 | -2 | 11 | 7 | 1 | 3
PME-1 inh | 3 | 3 | -1 | 4 | -9 | -5 | 4 | 0 | -3 | -7
pPAFAH inh | 2 | 10 | 7 | 28* | -2 | 5 | -3 | 4 | 4 | 2
PAFAH1B3 inh | 3 | nt | -7 | 0 | 9 | 6 | 0 | -1 | -4 | 5
PAD4 inh | -4 | 2 | 1 | 3 | 0 | -4 | 1 | -1 | -1 | -2
PAFAH1B2 FP inh | -6 | nt | -1 | 2 | 1 | 25* | -1 | 2 | 2 | -6
LYPLA2 counter | -7 | 3 | -2 | 9 | -3 | -2 | -1 | 0 | -1 | -4
PAFAH2 FP inh | -2 | nt | 7 | 9 | -3 | 7 | -14 | 0 | -8 | 3
LYPLA1 inh | -4 | -1 | 0 | 1 | 1 | 2 | -2 | -4 | 0 | -5

21: O=C(O)COc1ccc(/C=C/c2nc(-c3ccccc3O)n[nH]2)cc1
22: O=C(CSc1nnnn1C1CCCCC1)Nc1ccc(F)cc1
23: CCCCN1C[C@H](Cc2ccccc2)[C@@H](CC(=O)Nc2ccccc2)C1=O
24: COC(=O)c1sc(-c2ccc(C(C)(C)C)cc2)cc1NC(=O)CSCC(=O)O
25: Cc1n[nH]c(C)c1Sc1ccccc1N=Cc1cc([N+](=O)[O-])ccc1O
26: COc1ccc(C(=O)N2CCCC(c3nc(-c4cc(OC)c(OC)c(OC)c4)no3)C2)cc1 (stereo not given)

Compound | 21 | 22 | 23 | 24 | 25 | 26
GSTO1 inh | 3 | -6 | 3 | -9 | 3 | -4
PME-1 inh | -29 | -2 | 1 | -2 | 5 | -1
pPAFAH inh | -5 | 0 | 5 | 32* | 4 | 2
PAFAH1B3 inh | 16 | 4 | 7 | 4 | nt | 1
PAD4 inh | -2 | -5 | -1 | 0 | 0 | -3
PAFAH1B2 FP inh | 1 | 1 | -2 | 2 | nt | -1
LYPLA2 counter | -4 | 0 | 3 | -7 | 2 | 7
PAFAH2 FP inh | 2 | 6 | 3 | 5 | nt | 5
LYPLA1 inh | -2 | 0 | -1 | -9 | -1 | 6
